CCT chaperon mod – High-Throughput Screening for Modulators of Cytosolic Chaperonin Activity; purified chaperonin ATPase assay, HTRF ADP detection, 30 min; actives 0.3% (n = 360,000); activity change, % (concentration not given with the values), hits read low; AID 651819, 2012; in the data active = activity change below about -30%; note: % is set by controls: 0 for no effect and ±100 for the full control effect
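TRiC (40 or 20 nM final, by batch activity) in 30 mM Tris pH 7.4, 100 mM KCl, 5 mM MgCl2, 1 mM DTT was treated with compound at 76 uM single dose, then 10 uM ATP, 30 min at 37 °C. ADP was read by HTRF Transcreener.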
EPAC2 antag – qHTS for Antagonist of cAMP-regulated guanine nucleotide exchange factor 2 (EPAC2): primary screen. actives 0.18% (n = 360,000). Potency, µM (titrated, usually from 114 µM), without a hit: top-dose activity, negative = inhibition, hits mostly inhibitors. EPAC2 GEF exchange of Rap1B-BODIPY-GDP, fluorescence. AID 720708, 2013; note: potency is the fitted concentration of half-maximal effect; % is set by controls: 0 for no effect and ±100 for the full control effect; nearly all actives have a fitted effect of over 45% in size; many of its hits are not listed in these tables
EPAC1 antag – qHTS for Antagonist of cAMP-regulated guanine nucleotide exchange factor 3 (EPAC1): primary screen | Rap guanine nucleotide exchange factor 3 (Homo sapiens), O95398 | EPAC1 GEF assay, Rap1b-BODIPY-GDP exchange fluorescence | Potency, µM (titrated, usually from 115 µM), for inactives: at the highest dose activity change, negative = inhibition, hits mostly inhibitors | actives 0.14% (n = 360,000) | AID 720709, 2013;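 note: potency is the fitted concentration of half-maximal effect; plate controls were vehicle for no effect and positive control for full effect; nearly all actives have a fitted effect of over 50% in size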
PI5P4K alpha inh – qHTS for Inhibitors of phosphatidylinositol 5-phosphate 4-kinase (PI5P4K) | PI5P4Kalpha enzyme, ADP-Glo luminescence, 60 min; hits give low values | max response, % | actives 1.2% (n = 330,000) | AID 652105, 2013; active = max response of -50% or lower; inconclusive = between -30% and -50%; inactive = -30% or higher; note: value at the top dose of about 77 µM; % is set by controls: 0 for no effect and ±100 for the full control effect
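ADP-Glo luminescence end-point after a 60 min room-temperature kinase reaction. PI5P4Kalpha and substrate in HEPES pH 7.4 buffer with EGTA, 0.1% CHAPS and 5% DMSO; ATP at 5 microM final.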
EPAC1 agonist – qHTS for Agonist of cAMP-regulated guanine nucleotide exchange factor 3 (EPAC1): primary screen. Rap guanine nucleotide exchange factor 3 (Homo sapiens), O95398. EPAC1 agonist qHTS, biochemical assay; response scale: 100% = response to 6.5 mM cAMP. Potency, µM (titrated, usually from 154 µM), for inactives: top-dose activation, actives largely listed as activators. actives 0.073% (n = 360,000); note: potency is the fitted concentration of half-maximal effect; nearly all actives have a fitted effect of over 60% in size
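Nucleotide exchange assay: 100 nM EPAC1 with 250 nM Rap1B loaded with BODIPY-GDP and 50 uM GDP, room temperature. Fluorescence (480/540 nm) read every 5 min for 30 min; signal change normalized to 6.5 mM cAMP as full agonist.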
PLK1 PBD inh – qHTS for Inhibitors of PLK1-PDB (polo-like kinase 1 - polo-box domain): Primary Screen; Potency, µM, inactives show max response, negative = inhibition, hits mostly inhibitors; actives 2.8% (n = 360,000); Plk1 PBD binding of FITC phosphopeptide, fluorescence polarization; AID 720504, 2013; note: potency is the fitted concentration of half-maximal effect; series mostly up to about 57 µM; % is set by controls: 0 for no effect and ±100 for the full control effect; nearly all actives have a fitted effect of over 65% in size
Mm-Cpn inhibitor – Inhibitors of TCP-1 ring complex (TRiC) of Methanococcus maripaludis (MmCpn): qHTS | AID 504842, 2011 | Potency, µM (series often up to 76.9 µM), for the others: at the top dose activity, negative = inhibition, actives largely listed as inhibitors | purified Mm-Cpn ATPase, ADP Transcreener TR-FRET | actives 0.031% (n = 330,000); note: potency is the fitted concentration of half-maximal effect; % is set by controls: 0 for no effect and ±100 for the full control effect; nearly all actives have a fitted effect of over 80% in size
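Measured: ADP formation by purified Mm-CPN. Conditions: 25 nM protein, 10 uM ATP, Tris pH 7.4 with Mg2+, K+ and DTT, 37°C for 30 min. Detection: Transcreener HTRF after 30 min at room temperature.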
WRN helicase inh – qHTS for Inhibitors of WRN Helicase. Bifunctional 3'-5' exonuclease/ATP-dependent helicase WRN (Homo sapiens), Q14191. WRN helicase unwinding, fluorescent forked duplex, kinetic. Potency, µM (titrated, usually from 114 µM), without a hit: at the top dose activity change, negative = inhibition, usual class: inhibitors. actives 0.46% (n = 360,000). AID 651768, 2012; note: potency is the fitted concentration of half-maximal effect; % is set by controls: 0 for no effect and ±100 for the full control effect; nearly all actives have a fitted effect of over 55% in size
Target sequence (Q14191 whole entry, looked up): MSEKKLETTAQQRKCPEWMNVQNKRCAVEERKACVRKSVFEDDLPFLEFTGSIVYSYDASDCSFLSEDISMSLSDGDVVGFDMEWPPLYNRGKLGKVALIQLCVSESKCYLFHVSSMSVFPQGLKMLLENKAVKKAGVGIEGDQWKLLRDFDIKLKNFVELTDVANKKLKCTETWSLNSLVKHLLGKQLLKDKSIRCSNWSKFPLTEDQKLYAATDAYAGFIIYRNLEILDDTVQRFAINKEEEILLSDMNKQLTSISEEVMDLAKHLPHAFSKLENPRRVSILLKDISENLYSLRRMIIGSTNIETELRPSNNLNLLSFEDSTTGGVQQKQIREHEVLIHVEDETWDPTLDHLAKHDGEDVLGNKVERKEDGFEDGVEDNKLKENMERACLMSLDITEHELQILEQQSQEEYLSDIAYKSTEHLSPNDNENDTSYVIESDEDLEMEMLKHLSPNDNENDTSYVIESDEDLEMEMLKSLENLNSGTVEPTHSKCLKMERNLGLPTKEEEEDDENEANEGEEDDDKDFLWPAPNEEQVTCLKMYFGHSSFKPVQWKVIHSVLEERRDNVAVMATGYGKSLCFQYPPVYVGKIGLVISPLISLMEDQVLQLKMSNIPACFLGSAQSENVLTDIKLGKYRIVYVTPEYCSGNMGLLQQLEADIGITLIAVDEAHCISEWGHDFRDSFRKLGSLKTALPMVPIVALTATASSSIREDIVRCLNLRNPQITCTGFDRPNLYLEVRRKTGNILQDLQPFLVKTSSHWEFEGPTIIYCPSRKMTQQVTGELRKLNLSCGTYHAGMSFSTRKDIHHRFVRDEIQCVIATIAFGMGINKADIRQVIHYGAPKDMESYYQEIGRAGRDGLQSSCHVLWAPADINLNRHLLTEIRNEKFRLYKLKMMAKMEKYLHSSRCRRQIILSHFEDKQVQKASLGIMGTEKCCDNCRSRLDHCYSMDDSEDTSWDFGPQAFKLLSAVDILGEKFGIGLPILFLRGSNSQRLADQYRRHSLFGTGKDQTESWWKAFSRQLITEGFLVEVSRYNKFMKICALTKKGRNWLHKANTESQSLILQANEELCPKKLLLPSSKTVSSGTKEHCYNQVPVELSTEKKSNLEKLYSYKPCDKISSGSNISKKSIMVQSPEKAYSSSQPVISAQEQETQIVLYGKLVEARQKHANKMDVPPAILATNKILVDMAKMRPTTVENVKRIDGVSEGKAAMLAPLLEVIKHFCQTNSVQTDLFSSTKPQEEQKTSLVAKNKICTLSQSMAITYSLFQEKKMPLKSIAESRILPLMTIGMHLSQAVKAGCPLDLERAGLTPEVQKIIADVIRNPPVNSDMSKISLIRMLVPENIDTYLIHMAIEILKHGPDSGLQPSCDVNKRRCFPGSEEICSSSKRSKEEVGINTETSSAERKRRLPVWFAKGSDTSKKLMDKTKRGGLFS
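WRN at 20 nM final was preincubated with compound for 15 min at room temperature; reaction started with 100 nM forked duplex oligonucleotide carrying fluorophore and quencher plus 2 mM ATP (final). Unwinding followed kinetically by red fluorescence (ex 525/em 598 nm).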
An asterisk follows results filed as active; ? = inconclusive; . = not tested or not shown; [ ] = dose if it differs, or a comment. Unless noted, calls come from the whole dose curve; as a rule, active = well fitted curve in the direction sought with a large enough effect; inconclusive = small, poorly fitted or top-dose-only effect, or another doubt; inactive = no such curve, though single readings can be large; an effect the other way counts as inactive or inconclusive. A portion of the library; rates above refer to the full screens.

SMILES	CCT chaperon mod	EPAC2 antag	EPAC1 antag	PI5P4K alpha inh	EPAC1 agonist	PLK1 PBD inh	Mm-Cpn inhibitor	WRN helicase inh
O=C(CN(C(=O)c1csnn1)c1ccc(F)c(Cl)c1)NCc1ccc2c(c1)OCO2	-1.0	2%	-3%	-12	-6%	-6%	-3%	-31%
CC(=O)Nc1ccc(S(=O)(=O)N[C@@H](C)C(=O)OCC(=O)Nc2ccc3c(c2)OCCO3)cc1	-2.6	15%	21%	2	6%	-5%	.	7%
COC(=O)C1CCN(C(=O)C2CC(=O)N(c3ccc(C)c(Cl)c3)C2)CC1 (centres undefined)	1.7	4%	-18%	?	-12%	-7%	.	7%
COc1ccc(-c2noc(-c3cc(C)cc(C)c3)n2)cc1OC	-2.9	3%	-3%	-2	1%	-3%	-2%	3%
COc1ccc(NC(=O)N(C)C[C@H]2Oc3ccc(NC(=O)Nc4c(C)noc4C)cc3C(=O)N([C@H](C)CO)C[C@@H]2C)cc1	-1.5	7%	8%	0	1%	-4%	2%	-5%
NC(=O)CCCCC(=O)OCCCc1cccs1	-0.4	-3%	-1%	-1	5%	-5%	-2%	-25%
N#CCCN(C(=S)Nc1ccc(S(=O)(=O)N2CCOCC2)cc1)c1ccccc1F	-0.9	-1%	-23%	-2	2%	-28%	2%	-6%
Cc1cc(Cl)nc(-c2ccccc2O)n1	-1.5	0%	-11%	-2	0%	-13%	2%	-8%
COc1ccc(CNc2ccc(-c3ccccc3OC)nn2)cc1	-1.6	-1%	-11%	1	-7%	-29%	-2%	-2%
COc1ccc(-c2cc3ccc(OCC(=O)NCC4CCC(C(=O)O)CC4)cc3oc2=O)cc1 (centres undefined)	-0.6	22%	9%	3	-23%	0%	-5%	3%
Cc1c(-c2cccs2)[n+](=O)c2c(n1[O-])CCCCC2	-2.5	10%	0%	.	0%	0%	2%	5%
O=C(CN1C(=O)NC2(CCc3ccccc32)C1=O)c1ccc(Br)cc1 (centres undefined)	0.1	-14%	-15%	7	-1%	-15%	1%	-14%
O=C1/C(=C/c2ccc(C(=O)O)cc2)CCC/C1=C\c1ccc(C(=O)O)cc1	-1.6	11%	1%	?	-7%	-11%	1%	-25%[57.1 µM]
COc1cc2c(cc1NC(=O)/C=C/c1ccc([N+](=O)[O-])cc1)oc1ccccc12	-2.5	-6%	-19%	-6	-11%	-11%	0%	-21%
O=C(NCCN1CCOCC1)c1ccc([N+](=O)[O-])cc1[N+](=O)[O-]	-1.4	3%	10%	2	-5%	-1%	2%	10%
COc1ccc(N2CCN(C(CNC(=O)COc3ccccc3)c3ccco3)CC2)cc1 (centres undefined)	-1.0	-1%	10%	6	3%	-2%	2%	11%
CC1=Nc2ccccc2/C1=C/c1nc(-c2ccc(C)s2)oc1O	-2.4	-13%	-6%	8	-30%[inhibitor]	5%	0%	19%
COc1ccc(S(=O)(=O)N2Cc3ccccc3CC2C(=O)Nc2nccs2)cc1OC (centres undefined)	-2.4	0%	-15%	-2	5%	-7%	1%	-4%
CC[C@@]1(C(=O)OC)N[C@H](CN(C)S(=O)(=O)c2ccc(OC(F)(F)F)cc2)[C@@H]2C(=O)N(C)C(=O)[C@@H]21	0.9	1%	-8%	7	-23%	-1%	0%	15%
CCOC(=O)c1ccc(N2CCOCC2)c(NC(=O)c2nccnc2C(=O)O)c1	0.8	1%	25%	-11	1%	-6%	-1%	3%
C=CCCC1(C)C(=O)N(c2ccccc2)c2ccccc21 (centres undefined)	0.8	-41%	-22%	5	3%	-4%	0%	-7%
CCOc1cccc(-c2c(C(=O)N/N=C/c3cccnc3)nnn2-c2nonc2N)c1	0.6	0%	-26%	4	5%	-10%	2%	1%
COc1ccc(N2CCN(C(=O)CNC(=O)c3ccc(C(C)(C)C)cc3)CC2)cc1	-1.0	16%	6%	2	2%	0%	2%	-8%
COCCSc1nnc(NC(=O)C2CC(=O)N(c3ccc(OC)cc3)C2)s1 (centres undefined)	-1.0	1%	-11%	-3	-4%	-3%	-6%	5%
CC(C)=CCc1c(O)cc2c(c1O)C(=O)CC(c1ccccc1)O2 (centres undefined)	0.6	-17%	-4%	8	0%	6%	.	-3%
CCCNC(=O)N[C@@H](Cc1ccccc1)C(=O)OC	-1.2	1%	-4%	.	13%	-3%	0%	-2%
COc1ccc(CNS(=O)(=O)c2ccc(Br)s2)cc1	1.3	-13%	-11%	-8	2%	-6%	-5%	-5%
CCc1nc2c(OCCOc3ccc(F)cc3)cccn2c1N(C=O)Cc1ccc(OC)cc1	1.2	-17%	-8%	-6	7%	-11%	.	1%[57.1 µM]
CCN(CC)S(=O)(=O)c1cccc(C(=O)N/N=C(\C)c2cccs2)c1	-0.6	8%	-21%	1	5%	-5%	?	-4%[57.1 µM]
Cc1ccc2oc(-c3ccc(C)c(NC(=O)Cc4cccs4)c3)nc2c1	1.0	6%	4%	1	-16%	-3%	-1%	6%
CCOC1=C2[C@@H](CN(S(=O)(=O)c3ccc(C)cc3)[C@H]2c2ccccc2F)[C@H]2C(=O)N(C3CCCCC3)C(=O)[C@H]2C1	1.9	-20%	2%	1	10%	0%	.	-2%
CCOC(=O)N1CCN(C(=O)CN(Cc2ccccc2)S(=O)(=O)c2ccc(OC)c(C)c2)CC1	-1.4	-10%	-10%	0	-3%	-2%	1%	-26%[57.1 µM]
O=C(N1CCCCC1)N1CCN(c2ccc(Cl)cc2)CC1	-1.3	8%	0%	-2	7%	-3%	3%	16%
C=CCNC(=O)c1ccc(NC(=O)CC2SC(N3CCCC3)=NC2=O)cc1 (centres undefined)	2.3	-1%	-4%	3	-58%[inhibitor]	-1%	-3%	-6%
O=C(O)CC(C(=O)NC1CCCCC1)C1CCCO1 (centres undefined)	-0.8	0%	-10%	0	6%	-15%	1%	1%
CN(C)c1nc(SCCOC(=O)Nc2ccccc2)nc(N(C)C)n1	-1.5	-11%	-5%	23	3%	-3%	0%	-3%
CCc1ccc(OCC(O)CN2CCCC2)cc1 (centres undefined)	-2.0	-4%	-15%	-1	-5%	8%	1%	1%
CCN(CC)CCNC(=O)c1cc(S(C)(=O)=O)ccc1OC	-2.3	-2%	-27%	0	-27%	-22%	-20%[15.4 µM]	1%
COc1ccc(N2CC(C(=O)Nc3ccc(S(=O)(=O)Nc4nc(C)cc(C)n4)cc3)CC2=O)cc1 (centres undefined)	-7.9	2%	7%	.	-2%	0%	0%	-8%
O=C(Nc1ccccc1)C1CCCN(C(=O)c2ccc(F)cc2)C1 (centres undefined)	-1.5	1%	3%	0	10%	-7%	0%	2%
Clc1cccc(Cc2c(-c3ccccc3)nc3ccc(Br)cn23)c1	1.1	-15%	-10%	0	-8%	-29%	.	0%
Clc1cccc(CNCCNCc2cccc(Cl)c2)c1	-2.1	9%	0%	1	-3%	-4%	1%	3%
CCOC(=O)c1cc2c(ccn2-c2ccc(F)cc2)n1CC(=O)N1CCN(C(=O)c2ccco2)CC1	-0.2	0%	-8%	-7	2%	-5%	-1%	-2%
C=CCC(NCc1ccccc1)c1ccco1 (centres undefined)	-0.8	-2%	-14%	.	2%	-3%	.	-13%
COC(=O)c1ccc(CNCC(=O)Nc2ccc(C(=O)OC)cc2)cc1	0.6	2%	1%	1	4%	-10%	0%	-6%

An excerpt from above in order of the EPAC2 antag value, ascending:
mol	CCT chaperon mod	EPAC2 antag	EPAC1 antag	PI5P4K alpha inh	PLK1 PBD inh	Mm-Cpn inhibitor	WRN helicase inh
C=CCCC1(C)C(=O)N(c2ccccc2)c2ccccc21 (centres undefined)	0.8	-41%	-22%	5	-4%	0%	-7%
CN(C)c1nc(SCCOC(=O)Nc2ccccc2)nc(N(C)C)n1	-1.5	-11%	-5%	23	-3%	0%	-3%
COCCSc1nnc(NC(=O)C2CC(=O)N(c3ccc(OC)cc3)C2)s1 (centres undefined)	-1.0	1%	-11%	-3	-3%	-6%	5%

Following part
SMILES	CCT chaperon mod	EPAC2 antag	EPAC1 antag	PI5P4K alpha inh	EPAC1 agonist	PLK1 PBD inh	Mm-Cpn inhibitor	WRN helicase inh
Cc1cc(S(=O)(=O)Cc2noc(-c3c(C)noc3C)n2)c(C)cc1Cl	0.2	-14%	-3%	7	5%	-18%	-5%	10%
O=C(O)c1cc(-c2ccccc2)n(-c2ccccc2C(=O)O)n1	0.4	-4%	-3%	-9	7%	-2%	?	-5%
Cc1cc(C)nc(N/N=C/c2ccccc2)n1	-1.3	9%	5%	.	1%	-6%	-5%	8%
CCOc1cccc(C(=O)NC(=S)Nc2cccnc2)c1	0.8	5%	12%	-6	-7%	-3%	0%	2%
O=C(CCN1C(=O)C2C3C=CC(C3)C2C1=O)NCc1cccnc1 (centres undefined)	-1.6	18%	1%	-8	5%	0%	0%	3%
O=C(c1ccc(Cl)cc1)[C@@H]1[C@@H]2C(=O)N(c3cccc4ccccc34)C(=O)[C@@H]2C2c3ccccc3C=NN21 (some centres undefined)	1.0	-2%	-25%	6	5%	24µM*	-2%	-21%
Cc1c(C(=N)C(C#N)C#N)c(=N)oc2c1ccc1ccccc12	-1.3	-4%	-22%	-22	7%	-13%	2%	3%
COc1ccc(N(C)C(=O)Cc2c(C(=O)O)n(C)c3ccccc23)cc1	-0.7	6%	-26%	0	-2%	-16%	-3%	-4%
CCc1cccc(NC(=O)CCCn2c(=O)[nH]c3ccsc3c2=O)c1	-1.2	6%	-7%	-4	0%	-19%	1%	9%
COc1ccccc1-n1c(-c2cn(C)nc2C)n[nH]c1=S	-0.7	9%	3%	-12	2%	-4%	2%	4%
COc1ccc2oc(C)c(C(N)=O)c2c1	0.6	17%	9%	.	-3%	-6%	0%	9%
CC(=O)c1cccc(NC(=O)COC(=O)c2ccc3c(c2)OCO3)c1	-1.6	0%	-25%	-4	7%	-15%	-9%	0%
Cc1ccc(-c2nc3c(c(=O)c4ccccc4n3C)c(=O)n2Cc2ccco2)cc1	-0.8	2%	-3%	-7	-4%	-16%	0%	-11%
CCN(c1ccccc1)S(=O)(=O)c1cc(C(=O)O)ccc1C	0.3	-2%	0%	?	14%	-25%	-6%	-31%[11.6 µM]
O=C1OCC(CO)(CO)N=C1NNc1cc(Cl)ccc1Cl	-2.6	-1%	4%	.	11%	-3%	0%	-6%

High-throughput results (PubChem)
